# From PubChem
# aGlu spleen mod – inhibits or activates alpha-glucosidase in human spleen homogenate | Potency, µM (titrated, usually from 79.9 µM), inactives show top-dose activity change, negative = inhibition, actives largely listed as inhibitors | human spleen homogenate, 4-MU-alpha-glucoside fluorescence | P10253 | actives 0.006% (n = 240,000) | AID 2112;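 note: 0% = enzyme with vehicle and -100% = no enzyme basal signal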
#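 Human spleen homogenate (1 ug) with 4-methylumbelliferyl-alpha-D-glucopyranoside (1 mM final) in 50 mM citrate/phosphate pH 5.0, 0.01% Tween-20; 40 min at 37 C. Stopped at pH 10; 4-MU fluorescence Ex 365/Em 440 nm; AC50 by Hill fit.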
# TR SRC2 fluor cs – Texas Red fluorescence interference in TRb-SRC2 counter-screen | TRb/SRC2 Texas Red total fluorescence interference | Potency, µM (doses to about 106 µM), for the others: at the highest dose fluorescence change, negative = quenching | actives 0.29% (n = 280,000); active = well fitted curve in either direction with a large enough effect; inconclusive = small, poorly fitted or top-dose-only effect
#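 Human TRβ ligand-binding domain (0.6 uM) and Texas Red SRC2 peptide (20 nM) in Tris buffer with 1 uM T3 and 5% DMSO were incubated with pinned compound for 5 hr at ambient temperature. Total fluorescence was computed as S + 2P (555/632 nm).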
# GAA glycogen mod – alters human alpha-glucosidase cleavage of glycogen. Potency, µM (series often up to 76.4 µM), for inactives: at the top dose activity change, negative = inhibition, actives largely listed as inhibitors. AID 2100. actives 0.38% (n = 300,000). P10253. recombinant GAA, glycogen substrate, Amplex Red glucose oxidase fluorescence;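 note: 0% = full enzyme reaction and -100% = no-enzyme basal signal; the screen sought inhibitors and activators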
#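 Recombinant enzyme (4 nM final) with compounds titrated up to 77 uM and bovine liver glycogen (30 ug) in citrate pH 5.0, 0.01% Tween-20, 37 C 40 min. Released glucose detected by Amplex Red/glucose oxidase (Ex 573/Em 610); AC50 from Hill fits.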
# GAA inhib – alpha-glucosidase (human) inhibition; P10253; AID 1466; Potency, µM (series often up to 76.9 µM), for the others: top-dose activity change, negative = inhibition, hits mostly inhibitors; purified human GAA, 4-MU-alpha-glucoside fluorescence; actives 0.005% (n = 200,000);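 note: plate controls were uninhibited enzyme wells for no effect and no-enzyme background for full effect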
#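 Compounds are titrated up to 77 uM against 4 nM human enzyme. Substrate 4-methylumbelliferyl-alpha-D-pyranoside (400 uM) reacts 20 min at room temperature in pH 5.0 buffer; liberated 4-methylumbelliferone is read at 440 nm.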
# L3MBTL1 block – inhibitors of human L3MBTL1. AlphaScreen L3MBTL1–H3K9me1 peptide binding. Potency, µM (top dose mostly 57.1 µM), without a hit: top-dose activity, negative = inhibition, hits mostly inhibitors. actives 0.66% (n = 230,000). Q9Y468. AID 485360; note: nearly all actives have a fitted effect of over 60% in size
#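 AlphaScreen proximity signal between nickel-chelate acceptor and streptavidin donor beads (final 10 ug/mL) reports binding of 50 nM L3MBTL1 to 75 nM biotin-H3 K9me1 peptide; complex incubated with compounds 30 min at room temperature; cefsulodin titration as control.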
# RECQ1 helicase – blocks DNA unwinding by human RECQ1 | RECQ1 DNA unwinding, red fluorescence kinetic read | actives 0.54% (n = 240,000) | Potency, µM (titrated, usually from 57.3 µM), for the others: at the top dose activity, negative = inhibition, usual class: inhibitors | P46063 | AID 2549;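 note: plate controls were vehicle for no effect and no enzyme for full effect; nearly all actives have a fitted effect of over 30% in size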
#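 50 nM RECQ1T1 preincubated 15 min with compound in Tris pH 8.0 buffer with MgCl2, DTT, Tween-20 and 2.5 ug/ml poly(dI-dC); started with 200 nM TAMRA/BHQ-2 forked duplex and 2 mM ATP. Unwinding read as fluorescence (525/598 nm), two reads 2 h apart.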
# RGS12 GoLoco inh – blocks human Gai1 binding to RGS12 GoLoco peptide, red readout. Potency, µM (titrated, usually from 61.6 µM), without a hit: at the top dose activity, negative = inhibition, most hits filed as inhibitors. actives 0.44% (n = 230,000). Gai1:RGS12 GoLoco peptide FP, rhodamine, 10 min. P63096; active = well fitted inhibition curve with a large enough effect, not every such curve was filed as active; inactive = no such curve, though single readings can be large or run the other way; note: nearly all actives have a fitted effect of over 30% in size; many of its hits are not listed in these tables
# Target sequence (P63096 whole entry, looked up): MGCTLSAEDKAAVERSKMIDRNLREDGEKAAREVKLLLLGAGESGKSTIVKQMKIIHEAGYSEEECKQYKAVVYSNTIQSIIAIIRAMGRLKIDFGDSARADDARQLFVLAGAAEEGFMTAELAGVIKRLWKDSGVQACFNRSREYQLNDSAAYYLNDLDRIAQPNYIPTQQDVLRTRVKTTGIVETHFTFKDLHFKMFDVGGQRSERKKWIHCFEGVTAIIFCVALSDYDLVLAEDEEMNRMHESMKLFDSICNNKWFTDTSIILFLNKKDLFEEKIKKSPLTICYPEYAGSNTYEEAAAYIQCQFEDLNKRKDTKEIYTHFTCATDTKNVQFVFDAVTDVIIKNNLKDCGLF
# TRb-SRC2 inh – disrupts binding of human TR beta to SRC2; P10828; TRbeta-SRC2 peptide binding, fluorescence polarization; receptor liganded with 1 µM T3; Potency, µM (series often up to 106 µM), for the others: at the top dose activity change, negative = inhibition, hits mostly inhibitors; actives 0.065% (n = 280,000); AID 1469;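 note: plate controls were bound peptide for no effect and peptide without receptor for full effect; nearly all actives have a fitted effect of over 50% in size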
# Target sequence (P10828 whole entry, looked up): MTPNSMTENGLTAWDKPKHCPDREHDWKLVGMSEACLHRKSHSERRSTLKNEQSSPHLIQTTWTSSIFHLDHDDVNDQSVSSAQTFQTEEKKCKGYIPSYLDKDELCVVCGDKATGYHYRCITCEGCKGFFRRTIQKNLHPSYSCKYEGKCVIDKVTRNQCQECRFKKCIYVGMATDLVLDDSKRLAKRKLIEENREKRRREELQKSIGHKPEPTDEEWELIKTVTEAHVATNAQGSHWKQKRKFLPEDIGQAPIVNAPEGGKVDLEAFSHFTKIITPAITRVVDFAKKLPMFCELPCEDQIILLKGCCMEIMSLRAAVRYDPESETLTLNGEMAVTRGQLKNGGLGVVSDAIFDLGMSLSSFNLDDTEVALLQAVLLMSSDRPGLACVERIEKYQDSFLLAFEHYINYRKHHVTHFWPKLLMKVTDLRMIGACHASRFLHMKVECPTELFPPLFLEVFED
#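 A fluorescence polarization screen tested compounds at multiple concentrations against complex formation between 0.6 uM TRb ligand-binding domain and 20 nM Texas Red SRC2 peptide, with 1 uM T3 present; readout after 5 hr.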
# * marks the source's active call; other numbers are inactive results; i = inactive; u = inconclusive; x = not tested or not shown; [ ] = dose if it differs, or a comment. Unless noted, calls come from the whole dose curve; as a rule, active = well fitted curve in the direction sought with a large enough effect; inconclusive = small, poorly fitted or top-dose-only effect, or another doubt; inactive = no such curve, though single readings can be large; an effect the other way counts as inactive or inconclusive. Unless noted, % is set by controls: 0 for no effect and ±100 for the full control effect; potency is the fitted concentration of half-maximal effect. Some of the compounds tested. The share of hits here may be higher or lower than overall.
no.	canonical_smiles	aGlu spleen mod	TR SRC2 fluor cs	GAA glycogen mod	GAA inhib	L3MBTL1 block	RECQ1 helicase	RGS12 GoLoco inh	TRb-SRC2 inh
1	COc1ccccc1N(CC(=O)Nc1ccc2c(c1)OCO2)S(=O)(=O)c1ccccc1	-6%	-4%	-8%	-5%	-4%	10%	-71%	-8%
2	CCc1ccc(-n2nnnc2SCC(=O)NNC(=O)c2ccco2)cc1	-19%	0%	3%	1%	1%	-3%	-5%	-15%
3	COc1ccc(NC(=O)CSCc2ccc(C)cc2)cc1	3%	-4%	11%	4%	1%	i	1%	-2%
4	CCOC(=O)c1ccc(S(=O)(=O)N2CCN(C)CC2)cc1	4%	-2%	-2%	1%	-5%	-9%	-1%	3%
5	CCOc1cc(N2CCOCC2)c(OCC)cc1NC(=O)CN1CCC(Cc2ccccc2)CC1	0%	-2%	-5%	-5%	-8%	-4%	-1%	10%
6	CCOc1cc(C(=O)Nc2cc(C)ccc2C)ccc1OCC(=O)N1CCCCC1	-5%	-4%	13%	-1%	-3%	-5%	-20%	4%
7	CCCCNCC1CCCO1 (stereo not drawn)	-2%	4%	5%	-2%	9%	20%	9%	-3%
8	CCOc1ccc2[nH]cc(C(=O)NCCCN3CCOCC3)c(=O)c2c1	-2%	-4%	14%	6%	3%	6%	9%	0%
9	O=C(NNc1ncnc2c1cnn2-c1ccccc1)c1cccs1	5%	-4%	4%	-5%	x	-16%	-2%	-3%
10	CCN(CC)S(=O)(=O)c1ccc(N2CCCC2)c(C(=O)Nc2ccc(OC)c(Cl)c2)c1	-16%	0%	-9%	-6%	-1%	-2%	39%[activator]	2%
11	Cc1onc(-c2ccccc2)c1C(=O)N1CCN(Cc2ccc3c(c2)OCO3)CC1	0%	0%	12%	u	-3%	-2%	12%	-3%
12	COC(=O)c1ccc(C(NC(=O)OCc2ccccc2)/C(F)=C/[C@@H](C)C(=O)NCCO)cc1 (stereo partly drawn)	4%	-5%	x	x	x	-8%	-2%	-2%
13	CCCc1cc(-c2ccc(O)c(OCC)c2)c(C#N)c(N)n1	-1%	0%	-10%	0%	x	i	-4%	4%
14	COCCCNC(=O)c1ccc(C2SCC(=O)N2Cc2ccco2)cc1 (stereo not drawn)	x	-3%	-11%	-2%	1%	-2%	-7%	-3%
15	Cc1ccc(CC2CC(=O)N(c3nc4ccccc4n3C)C2=O)cc1 (stereo not drawn)	-9%	-2%	2%	2%	x	-7%	6%	-14%
16	O=C(CN1C(=O)COc2ccccc21)NCc1ccccn1	-11%	2%	-9%	-1%	3%	-13%	12%	-3%
17	CNC(=O)c1cccc2cccc(Sc3ccccc3C(=O)O)c12	9%	-6%	3%	-2%	14%	-2%	5%	-3%
18	CCOC(=O)Cc1csc(NC(=O)Cc2ccc(Cl)cc2)n1	-6%	-5%	-3%	x	-7%	0%	-4%	-4%
19	CC(=O)c1ccc(N2CCN(C(=O)C3CCCN(S(=O)(=O)c4cnc[nH]4)C3)CC2)cc1 (stereo not drawn)	-7%	-3%	-6%	-2%	-5%	-5%	2%	-3%
20	NS(=O)(=O)c1ccc(N2N=C(c3ccccc3)CC2c2ccccc2)cc1 (stereo not drawn)	u	-5%	-18%	u	45%[activator]	-24%	1%	4%
21	CCOC(=O)N1CCC(NC(=O)c2cccs2)CC1	2%	-5%	9%	x	-9%	i	6%	0%
22	FC(F)(F)c1ccc(Cl)c(-n2c(-c3cc(-c4ccco4)[nH]n3)n[nH]c2=S)c1	7%	-3%	-16%	x	x	6%	0%	0%
23	CCCOc1ccc(C(=O)NC(=S)NNC(=O)c2c(-c3ccccc3)noc2C)cc1	3%	-7%	1%	x	1%	0%	11%	3%
24	CC1CCC2(CC1)NC(=O)N(CC(=O)Nc1sc3c(c1C(N)=O)CCC3)C2=O (stereo not drawn)	9%	-4%	-23%	-1%	28µM*	32µM*	86%[activator]	2%
25	CC(=O)c1c(C)[nH]c(C(=O)OCC(=O)Nc2ccc(Cl)c(S(=O)(=O)N(C)C)c2)c1C	7%	-1%	-2%	x	-6%	-13%	11%	0%
26	FC(F)(F)c1cccc(NC(=S)NC2CCCC2)c1	-3%	0%	-8%	-26%	4%	-1%	6%	-3%
27	COc1c(C(O)CC(C)C)ccc2c1C(=O)OCc1cc(C)cc(O)c1O2 (stereo not drawn)	-3%	-2%	0%	x	-20%	-18%	-4%	5%
28	Cc1nc2ccccc2n1CC(=O)NCCN1CCOCC1	-5%	0%	8%	1%	3%	0%	5%	-11%
29	CCOC(=O)CN1C2=NCCCN2c2ccccc21	-5%	-3%	5%	3%	-3%	21%	5%	-9%
30	CC(=O)Nc1cccc(C(=O)Oc2cccc(C)c2)c1O	0%	-2%	-3%	-1%	x	0%	-4%	-10%
31	CCCCn1c(SCc2nnc(-c3ccccc3)o2)nc2c1c(=O)n(C)c(=O)n2C	1%	-2%	3%	-7%	1%	4%	-4%	-1%
32	CC(C)(C)c1ccc(C2CC2C(=O)N/N=C\c2cc3ccccc3nc2Cl)cc1 (stereo not drawn)	-15%	2%	-8%	6%	-4%	13%	7%	0%
33	CC(C)c1nc2sc3c(NCc4ccco4)ncnc3c2c2c1COC(C)(C)C2	1%	-5%	-3%	-2%	-4%	-1%	43%[activator]	1%
34	COc1cccc(-n2c(=O)n(Cc3ccccc3)c(=O)c3[nH]cnc32)c1	-2%	-1%	4%	x	-4%	-4%	4%	-1%
35	CC(C)NC(=O)NC(=O)CN1C(=O)NC(Cc2c[nH]c3ccccc23)C1=O (stereo not drawn)	3%	-3%	-4%	4%	x	-3%	2%	-2%
36	c1ccc(CN=C2Nc3ccccc3CS2)nc1	-3%	-4%	-10%	-1%	9%	-11%	-18%	-9%
37	CCCCn1cc(C(=O)c2cc(Br)ccc2O)cc(C#N)c1=O	-4%	1%	-6%	1%	-2%	5%	2%	-1%
38	O=C(O)c1cc(N/N=C/c2ccc(N3CCOCC3)s2)ccc1Cl	-10%	-18%[53 µM]	-5%	-2%	20µM*	14µM*	26%	4%[53 µM]
39	O=C(Nc1ccc(NC(=O)c2ccco2)cc1)c1cnccn1	-2%	-1%	1%	-6%	2%	-8%	-3%	-11%
40	O=C(c1cn(-c2ccccc2)nc1-c1cccc([N+](=O)[O-])c1)N1CCCCC1	3%	-1%	14%	5%	-2%	i	9%	-2%
41	O=C(CC(NS(=O)(=O)c1ccc(Cl)cc1)c1ccco1)N1CCc2ccccc21 (stereo not drawn)	1%	5%	-8%	-9%	x	i	-1%	-6%
42	CCOc1ccccc1C(=O)NC(CO)C(=O)O (stereo not drawn)	-3%	-1%	8%	4%	x	-5%	13%	-9%
43	O=C(NC1CCS(=O)(=O)C1)c1ccc(S(=O)(=O)NCC2CCCO2)cc1 (stereo not drawn)	-4%	-3%	3%	-1%	x	i	2%	-4%
44	CC(=O)Nc1ccc(NC(=O)C(C)OC(=O)/C=C/c2cn(-c3ccccc3)nc2-c2cccnc2)cc1 (stereo not drawn)	0%	0%	14%	6%	5%	-13%	0%	3%
45	CCCC(=O)NC(c1cccs1)c1cc(Cl)c2cccnc2c1O (stereo not drawn)	10%	-1%	15%	-8%	-6%	-9%	4%	-8%
46	CC1CC1C(=O)Nc1nc(-c2cccs2)c(-c2cccs2)s1 (stereo not drawn)	5%	-2%[53 µM]	-3%	u	-10%	32µM*	-9%	5%[53 µM]
47	CS(=O)(=O)Nc1cccc(C2=NN(C(=O)c3ccccc3Cl)C(c3ccccc3O)C2)c1 (stereo not drawn)	4%	-6%	-5%	2%	-4%	-8%	-2%	-2%
48	Cc1ccc2c(CN3CCN(S(=O)(=O)/C=C/c4ccccc4)CC3)cc(=O)oc2c1	-7%	-1%[53 µM]	-4%	u	2%	-2%	3%	-7%[53 µM]
49	COc1ccc(Cc2n[nH]c(=S)n2NC(=O)Nc2ccc(Cl)c(Cl)c2)cc1	-5%	-2%	4%	x	x	-7%	-2%	1%
50	CC(C)CC1(C)N=C(c2ccccc2)C(=S)N1 (stereo not drawn)	-2%	1%	-4%	1%	2%	-4%	9%	13%

# New compounds follow.
no.	canonical_smiles	aGlu spleen mod	TR SRC2 fluor cs	GAA glycogen mod	GAA inhib	L3MBTL1 block	RECQ1 helicase	RGS12 GoLoco inh	TRb-SRC2 inh
51	COc1ccc(CNC(=S)Nc2ccc(F)c(Cl)c2)cc1OC	-7%	0%	0%	5%	-5%[11.4 µM]	i	6%	-4%
52	CCCOc1ccc(/C=N/NC(=O)C(=O)Nc2ccccn2)cc1	-15%	-6%	-7%	1%	2%	13%	0%	-3%
53	Cc1ccc(C(C)NC(=O)C2CCCO2)cc1C (stereo not drawn)	-1%	-5%	7%	-19%	6%	-5%	-4%	-6%
54	CCN(CC)c1cc2nonc2c2nonc12	-2%	0%	8%	-4%	19%	i	14%	1%
55	CCSC1=N/C(=C\C=C2/Oc3ccccc3N2CC)C(=O)S1	-1%	-2%	-21%	x	x	-2%	82%[activator]	-2%
56	CCOC(=O)/C(=N\Nc1ccc(Cl)cc1)Sc1nnc(-c2ccc(OC)cc2)n1C	0%	-3%	7%	0%	5%	-5%	-5%	11%
57	CC(=C1C(=O)c2ccccc2C1=O)N1CCN(Cc2ccccc2)CC1	-8%	-2%	-3%	u	x	-3%	-8%	-2%

# Arranged by SMILES length (highest first): part of the list above.
no.	canonical_smiles	aGlu spleen mod	TR SRC2 fluor cs	GAA glycogen mod	GAA inhib	L3MBTL1 block	RECQ1 helicase	RGS12 GoLoco inh	TRb-SRC2 inh
57	CC(=C1C(=O)c2ccccc2C1=O)N1CCN(Cc2ccccc2)CC1	-8%	-2%	-3%	u	x	-3%	-8%	-2%
51	COc1ccc(CNC(=S)Nc2ccc(F)c(Cl)c2)cc1OC	-7%	0%	0%	5%	-5%[11.4 µM]	i	6%	-4%
54	CCN(CC)c1cc2nonc2c2nonc12	-2%	0%	8%	-4%	19%	i	14%	1%
